# Source: PubChem
# B2AR arrestin = agonists driving beta-arrestin recruitment to human beta2-adrenergic receptor. P07550. AID 492947. 0.02% of 330,000 active. beta-arrestin recruitment to beta2AR, cell-based reporter. Potency, µM (top dose mostly 46.1 µM), inactives show top-dose activation, actives largely listed as activators;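 note: potency is the fitted concentration of half-maximal effect; 0% = DMSO controls and full agonism = EC100 isoproterenol or metaproterenol; nearly all actives have a fitted effect of over 65% in size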
# Target sequence (P07550 whole entry, looked up): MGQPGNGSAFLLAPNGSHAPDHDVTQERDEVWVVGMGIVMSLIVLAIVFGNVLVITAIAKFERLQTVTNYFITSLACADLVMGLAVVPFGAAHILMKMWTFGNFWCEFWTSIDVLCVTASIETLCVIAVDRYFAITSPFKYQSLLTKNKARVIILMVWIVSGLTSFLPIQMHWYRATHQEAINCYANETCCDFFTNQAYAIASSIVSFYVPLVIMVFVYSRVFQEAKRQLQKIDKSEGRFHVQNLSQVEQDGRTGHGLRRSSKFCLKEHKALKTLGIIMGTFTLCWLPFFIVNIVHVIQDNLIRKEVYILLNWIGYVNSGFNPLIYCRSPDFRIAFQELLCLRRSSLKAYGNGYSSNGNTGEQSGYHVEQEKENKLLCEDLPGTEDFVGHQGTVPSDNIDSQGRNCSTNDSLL
# ELG1 DNA repair = ELG1-dependent DNA repair inhibition | HEK293T ELG1-luciferase reporter, luminescence, 16 h; DNA damage induced by 5-fluorouridine | Potency, µM (top dose mostly 46.1 µM), for inactives: at the top dose activity change, negative = inhibition, most hits filed as inhibitors | 2.3% of 330,000 active; note: potency is the fitted concentration of half-maximal effect; % is set by controls: 0 for no effect and ±100 for the full control effect; nearly all actives have a fitted effect of over 55% in size
#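 Reporter activity after DNA damage by 5-fluorouridine is monitored. Compound-treated cells incubate 16 hr at 37 °C, then ONE-Glo is added for 30 min before luminescence reading.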
# uPA surface inh = blocks generation of uPA at the cell surface; cell surface uPA generation assay, qHTS; Potency, µM (highest dose often 38.3 µM), for inactives: top-dose activity change, negative = inhibition, most hits filed as inhibitors; 0.31% of 330,000 active; active = well fitted inhibition curve with a large enough effect; inconclusive = small, poorly fitted or top-dose-only effect; inactive = no such curve, though single readings can be large or run the other way; tested in mouse RAW 264.7 cells; note: potency is the fitted concentration of half-maximal effect; % is set by controls: 0 for no effect and ±100 for the full control effect; nearly all actives have a fitted effect of over 55% in size
# Mito fusion act = inhibitors of mitochondrial division or activators of mitochondrial fusion; 0.23% of 320,000 active; Potency, µM (series often up to 46.1 µM), for the others: at the top dose growth rescue (activation), most hits filed as activators; S. cerevisiae fusion-defective mutant growth rescue, CellTiterGlo 48 h;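 note: potency is the fitted concentration of half-maximal effect; % of control where 0% means no effect; nearly all actives have a fitted effect of over 45% in size; temperature-sensitive fusion mutants such as fzo1-1 at 37 °C on non-fermentable ethanol glycerol medium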
#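 Luminescent cell viability in 1536-well qHTS format served as the measure of rescued growth in ts fusion-mutant S. cerevisiae cultured on non-fermentable YPEG for 48 hours at 37C.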
# TSG101-PTAP inh = blocks PTAP/TSG101 interaction to inhibit HIV-1 budding | Q99816 | Potency, µM (highest dose often 115 µM), inactives show at the top dose activity change, negative = inhibition, hits mostly inhibitors | AID 493005 | Fluorescence polarization, FITC-PTAP peptide / Tsg101 binding | 340,000 tested, under 10 active; active = well fitted inhibition curve with a large enough effect in the main read-out, with a control signal flat, not every such curve was filed as active; inconclusive = small, poorly fitted or top-dose-only effect, or effect the other way, or a change in a side signal; inactive = no such curve, though single readings can be large or run the other way; note: potency is the fitted concentration of half-maximal effect; % of control where 0% means no effect
# Target sequence (Q99816 whole entry, looked up): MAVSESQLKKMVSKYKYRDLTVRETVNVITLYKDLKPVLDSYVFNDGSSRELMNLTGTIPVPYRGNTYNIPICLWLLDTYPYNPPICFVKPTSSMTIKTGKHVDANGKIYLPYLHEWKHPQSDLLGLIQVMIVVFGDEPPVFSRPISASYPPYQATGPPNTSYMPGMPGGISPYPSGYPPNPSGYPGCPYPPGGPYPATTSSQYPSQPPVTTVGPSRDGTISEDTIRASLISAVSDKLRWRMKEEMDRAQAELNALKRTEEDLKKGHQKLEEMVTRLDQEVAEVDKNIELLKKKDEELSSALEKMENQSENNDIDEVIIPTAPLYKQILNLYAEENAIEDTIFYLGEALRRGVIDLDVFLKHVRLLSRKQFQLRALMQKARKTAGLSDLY
#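 Fluorescence polarization binding of Tsg101 binding domain (10 uM final) to FITC-labeled PTAP peptide (50 nM final) in HEPES pH 7.5 buffer with NaCl, Tween 20, EDTA, TCEP. Compounds added before peptide; binding 20 min at RT.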
# USP2a block = USP2a (human) protease inhibition; USP2 core, Ub-CHOP2 coupled fluorogenic reporter, 485/531; Potency, µM (highest dose often 38.3 µM), for the others: at the highest dose activity change, negative = inhibition, most hits filed as inhibitors; 0.01% of 330,000 active; AID 463254;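 note: potency is the fitted concentration of half-maximal effect; plate controls were DMSO wells for no effect and full inhibition by NEM control for full effect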
#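 USP2 core (10nM final) preincubated 30min RT with compound in 20mM Tris-HCl pH 8.0, 2mM CaCl2, 2mM beta-mercaptoethanol, 0.05% CHAPS; 25nM Ub-CHOP2 plus 25nM reporter substrate added, fluorescence (Ex485/Em531) read after 60min.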
# TCR activator = activators of T cell receptors. primary human leukocytes, anti-CD3, IL-2 HTRF, 48 h. Potency, µM (series often up to 9.22 µM), for inactives: at the top dose activation of IL-2 secretion, usual class: activators. 330,000 tested, under 10 active. AID 504894; note: % of control where 0% means no effect
#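 Primary human leukocytes receive a-CD3 beads and test compound and are incubated 48 hr. Secreted IL-2 is then assayed by HTRF, measuring 665nm acceptor emission after 320nm excitation of the europium donor.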
# Chronic BCR inh = blocks chronic active B-cell receptor signaling; ABC-DLBCL IkBa-CBG/CBR reporter, luminescence ratio, 4 h; Potency, µM (titrated, usually from 46.1 µM), inactives show top-dose ratio change, negative = lower green/red ratio, usual class: inhibitors; 0.05% of 340,000 active; active = well fitted inhibition curve with a large enough effect in the signal ratio, with a control signal flat, not every such curve was filed as active; inconclusive = small, poorly fitted or top-dose-only effect, or effect the other way, or a change in a side signal; the % refers to the signal ratio;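 note: potency is the fitted concentration of half-maximal effect; plate controls were basal doxycycline-induced cells for no effect and cells given 10 µM MG132 for full effect; MG132 reads +100%, hits lower the ratio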
#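 TMD8 ABC-DLBCL cells carrying doxycycline-inducible green luciferase fused to IkappaBalpha plus unfused red luciferase were exposed to compounds (up to 46 uM) for 4 hrs at 37C. Activity came from the overlap-corrected green/red luminescence ratio.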
# Tb PFK inh = inhibitors of T. brucei phosphofructokinase | AID 485367 | O15648 | T. brucei PFK, ADP-Glo luminescence | 0.17% of 330,000 active | Potency, µM (highest dose often 57.5 µM), for the others: at the highest dose activity, negative = inhibition, most hits filed as inhibitors;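 note: potency is the fitted concentration of half-maximal effect; 0% = uninhibited 1x PFK enzyme wells and -100% = no-enzyme wells; nearly all actives have a fitted effect of over 60% in size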
#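 1.25 nM PFK with 0.5 mM F6P and 0.1 mM ATP in 0.1 M TEA pH 8.0, 5 mM MgCl2, incubated 45 min at room temperature; ADP measured by ADP-Glo luminescence; compounds titrated up to 57 uM.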
# TSHR antag = blocks TSH signaling through the human TSH receptor | TSHR-expressing cells, TSH-stimulated cAMP HTRF, 2 h; hits give low values | 0.2% of 330,000 active | P16473 | activity change, negative = inhibition, % at 11.5 µM;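 active = activity change below a set negative limit, meaning inhibition stronger than a set level, cut at about -70% in these data; inconclusive = activity change between two set negative limits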; note: % is set by controls: 0 for no effect and ±100 for the full control effect
#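 TSHR-expressing cells, 200/well, pre-treated with compound, then stimulated with EC80 TSH (4nM final) for 2 hours at 37 deg C. cAMP measured by competitive HTRF: anti-cAMP cryptate antibody in lysis buffer plus cAMP-d2, read after 30 minutes at room temperature.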
# Eya2 inh = blocks the phosphatase activity of human Eya2. recombinant Eya2, OMFP fluorescence dephosphorylation (OMFP is methylfluorescein phosphate). Potency, µM (highest dose often 76.9 µM), for the others: top-dose activity, negative = inhibition, actives largely listed as inhibitors. 0.006% of 330,000 active. AID 488837; note: potency is the fitted concentration of half-maximal effect; % is set by controls: 0 for no effect and ±100 for the full control effect
#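 Eya2 protein (added as 0.2 uM solution) was preincubated with compound for 10 min at ambient temperature in 50 mM HEPES pH 7.5, 50 mM NaCl, 5 uM MgCl2, 0.05% BSA, 1 mM DTT. OMFP (added at 50 uM) then reacted 10 min; fluorescence read at 485/525 nm.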
# Starred values were filed as active, the others as inactive; ? = inconclusive; nt = no result given; [ ] = another dose, or the depositor's remark. Unless noted, calls come from the whole dose curve; as a rule, active = well fitted curve in the direction sought with a large enough effect; inconclusive = small, poorly fitted or top-dose-only effect, or another doubt; inactive = no such curve, though single readings can be large; an effect the other way counts as inactive or inconclusive.
SMILES,B2AR arrestin,ELG1 DNA repair,uPA surface inh,Mito fusion act,TSG101-PTAP inh,USP2a block,TCR activator,Chronic BCR inh,Tb PFK inh,TSHR antag,Eya2 inh
CCOC(=O)c1cc(NC(=O)/C=C\C(=O)O)ccc1Cl,0.5%,-3%,2%,11%,1%,0%,-1%,-21%,0%,15,8%
O=C(COC(=O)c1ccccc1NC(=O)C1CC1)c1ccc2c(c1)OCCO2,0.3%,-4%,nt,7%,nt,2%,-3%[46.1 µM],-11%,0%,-10,-9%
COc1ccc(Cc2nc3ccc(C(=O)N4CCCCC4CCO)cc3o2)cc1 (configuration not stated),0.1%,-3%,4%,3%,-6%,0%,0%,-2%,-3%,-1,11%
Cc1ccccc1-c1cc(C(=O)NCc2cccc(Br)c2)n(CC2CC(c3cccnc3)=NO2)n1 (configuration not stated),-2.1%,?,-5%,nt,-6%,-25%,-2%,?,-3%,-2,4%
CC(C)c1ccc(-c2nc(N3CCCCCC3)nc3n[nH]c(N)c23)cc1,0.0%,7%,6%,2%,-1%,-1%,7%,-14%,-1%,0,-20%
C/C(=N\Nc1ccc(Cl)c(C(=O)O)c1)c1cccs1,-1.0%,?,1%,0%,-4%,1%,0%,?,1%,-3,-1%
CCOC(=O)c1cccc(NC(=O)c2ccco2)c1,3.2%,?,-3%,11%,nt,0%,nt,?,-2%,12,-20%
CN(C)C(=O)COc1ccc(C(=O)/C=C/c2cccnc2)cc1,0.2%,?,-1%,2%,2%,0%,-7%,?,-2%,12,-5%
O=C1CC(Cc2ccc(Cl)cc2)C(=O)N1c1ccccn1 (configuration not stated),-0.4%,13%,5%,4%,0%,-1%,2%,?,2%,-11,-9%
CCN(C(=O)CSc1nnc(COc2ccccc2F)n1N)C1CCS(=O)(=O)C1 (configuration not stated),-0.6%,2%,-4%,0%,1%,-1%,2%,0%,2%,-32,-2%

# Some of these compounds in order of their number in Tb PFK inh, low to high.
Molecule	B2AR arrestin	uPA surface inh	TSG101-PTAP inh	USP2a block	TCR activator	Chronic BCR inh	Tb PFK inh	TSHR antag	Eya2 inh
CCOC(=O)c1cccc(NC(=O)c2ccco2)c1	3.2%	-3%	nt	0%	nt	?	-2%	12	-20%
CC(C)c1ccc(-c2nc(N3CCCCCC3)nc3n[nH]c(N)c23)cc1	0.0%	6%	-1%	-1%	7%	-14%	-1%	0	-20%
O=C(COC(=O)c1ccccc1NC(=O)C1CC1)c1ccc2c(c1)OCCO2	0.3%	nt	nt	2%	-3%[46.1 µM]	-11%	0%	-10	-9%

# Compound profiles (already shown). Order of values: B2AR arrestin | ELG1 DNA repair | uPA surface inh | Mito fusion act | TSG101-PTAP inh | USP2a block | TCR activator | Chronic BCR inh | Tb PFK inh | TSHR antag | Eya2 inh
# Cc1ccccc1-c1cc(C(=O)NCc2cccc(Br)c2)n(CC2CC(c3cccnc3)=NO2)n1 (configuration not stated) is listed with -2.1% | ? | -5% | nt | -6% | -25% | -2% | ? | -3% | -2 | 4%
# CCOC(=O)c1cccc(NC(=O)c2ccco2)c1 is listed with 3.2% | ? | -3% | 11% | nt | 0% | nt | ? | -2% | 12 | -20%
# CCN(C(=O)CSc1nnc(COc2ccccc2F)n1N)C1CCS(=O)(=O)C1 (configuration not stated) is listed with -0.6% | 2% | -4% | 0% | 1% | -1% | 2% | 0% | 2% | -32 | -2%
# CN(C)C(=O)COc1ccc(C(=O)/C=C/c2cccnc2)cc1 is listed with 0.2% | ? | -1% | 2% | 2% | 0% | -7% | ? | -2% | 12 | -5%
# COc1ccc(Cc2nc3ccc(C(=O)N4CCCCC4CCO)cc3o2)cc1 (configuration not stated) is listed with 0.1% | -3% | 4% | 3% | -6% | 0% | 0% | -2% | -3% | -1 | 11%

# Continuation.
SMILES,B2AR arrestin,ELG1 DNA repair,uPA surface inh,Mito fusion act,TSG101-PTAP inh,USP2a block,TCR activator,Chronic BCR inh,Tb PFK inh,TSHR antag,Eya2 inh
COC(=O)c1ccc(COc2ccc(/C=C(\C#N)c3nc4ccccc4[nH]3)cc2OC)o1,-0.1%,-3%,2%,-3%,16%,1%,-3%,6%,-1%,1,7%
CC(C)c1ccc(NC2CCCN(C(=O)c3ccsc3)C2)cc1 (configuration not stated),0.3%,?,-2%,3%,-6%,2%,-4%,?,1%,3,4%
N#CCSc1nc2ccccc2c(=O)n1CC1CCCC1,-0.2%,-6%,-21%,11%,-3%,3%,12%,20%,-14%,13,-7%
O=S(=O)(c1ccccc1)c1nc(-c2ccccc2Cl)oc1NCCN1CCOCC1,0.0%,?,3%,-2%,-9%,-10%,nt,?,4%,5,-2%
Cc1nc(NCC2CCCO2)[nH]c(=O)c1CCC(C)C (configuration not stated),-0.1%,5%,-1%,2%,3%,1%,-7%,7%,0%,-1,-5%
Cc1cc(=O)[nH]c(Nc2ccccc2C)n1,0.1%,3%,8%,-9%,-4%,6%,-3%,?,2%,-24,3%
CCCN(Cc1cc2cc(OC)ccc2[nH]c1=O)C(=O)c1ccncc1,-0.3%,?,-12%,-1%,0%,-8%,-3%,-18%,2%,13,6%
Cc1c(Cl)cccc1NC(=O)CCN1CCCCCC1,-0.1%,10%,1%,1%,1%,1%,nt,?,1%,6,3%

# 2 compounds from above, showing only ELG1 DNA repair and Eya2 inh:
Compound | ELG1 DNA repair | Eya2 inh
O=S(=O)(c1ccccc1)c1nc(-c2ccccc2Cl)oc1NCCN1CCOCC1 | ? | -2%
Cc1nc(NCC2CCCO2)[nH]c(=O)c1CCC(C)C (configuration not stated) | 5% | -5%
